High-throughput results (PubChem BioAssay)
HTR5A ag: activates human HTR5A in OPRM1-OPRD1 agonist counter-screen. hit rate 0.61% among 340,000. AID 504692. HTR5A agonist assay, luminescence, cell-based. P47898. activation, % at 9.3 µM; in the data active means activation mostly above about 9.5%, no sharp cut-off; inactive means mostly below about 7.6%;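 further: 0% = cells with vehicle only and 100% = reference agonist; strong numbers were not always called active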
V-ATPase pH: regulators of yeast V-ATPase proton transport; hit rate 0.37% among 350,000; S. cerevisiae, pHLuorin cytosolic pH fluorescence; response, % at 10 µM; in the data active means response mostly above about 7.3%, no sharp cut-off; inactive means mostly below about 5.4%; further: actives read high; inactives centre near 0; some compounds called inactive have numbers as strong as hits; reference of the scale not given here
MOR-DOR inv ag: inverse agonist of human OPRM1-OPRD1 heterodimerization; P35372+P41143; cell-based MOR-DOR heterodimer luminescence, inverse agonism; inhibition, % at 9.3 µM; hit rate 0.21% among 340,000; AID 504357; in the data active means inhibition above about 22%, passing the limit was not always enough;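 further: 0% = cells with DMSO and 100% = wells without cells with DMSO; values of inactives mirror those of a sister screen read the other way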
Target sequence (P35372 whole entry, looked up): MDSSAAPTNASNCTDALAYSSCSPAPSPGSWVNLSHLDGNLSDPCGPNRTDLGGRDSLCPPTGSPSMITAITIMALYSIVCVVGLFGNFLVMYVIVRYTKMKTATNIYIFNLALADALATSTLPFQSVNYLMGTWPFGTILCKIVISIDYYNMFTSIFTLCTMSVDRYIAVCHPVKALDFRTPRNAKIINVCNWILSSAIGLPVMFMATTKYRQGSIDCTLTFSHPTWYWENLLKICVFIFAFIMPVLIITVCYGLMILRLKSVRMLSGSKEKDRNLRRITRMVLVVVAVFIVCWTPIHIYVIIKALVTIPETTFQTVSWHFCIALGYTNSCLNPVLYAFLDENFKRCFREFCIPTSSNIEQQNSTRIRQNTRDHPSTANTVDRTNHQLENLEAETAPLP
Target sequence (P41143 whole entry, looked up): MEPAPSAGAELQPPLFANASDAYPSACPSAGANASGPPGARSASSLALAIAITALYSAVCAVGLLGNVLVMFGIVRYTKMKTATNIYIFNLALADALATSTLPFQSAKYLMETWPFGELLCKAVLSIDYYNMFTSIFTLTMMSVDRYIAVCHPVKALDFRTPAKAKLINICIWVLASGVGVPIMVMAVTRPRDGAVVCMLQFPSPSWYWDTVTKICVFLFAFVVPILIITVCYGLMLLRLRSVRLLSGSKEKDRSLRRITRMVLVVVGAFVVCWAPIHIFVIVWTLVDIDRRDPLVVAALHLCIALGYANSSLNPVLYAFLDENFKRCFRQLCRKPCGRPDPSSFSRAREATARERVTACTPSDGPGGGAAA
DSG3 Ab inh: blocks pemphigus antibody binding to human desmoglein-3; P32926; DSG3-coupled beads, scFv-anti-DSG3-GFP binding, flow cytometry; stronger effect = lower value; binding (percent of control), % at 10 µM; hit rate 0.48% among 310,000;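 active means binding more than 3 SD below its plate's average and above zero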; further: some compounds called inactive have numbers as strong as hits
OPRM1-OPRD1 ag: OPRM1-OPRD1 heterodimerization agonism | cells, luminescence | activation, % at 9.3 µM | hit rate 0.3% among 340,000 | AID 504326 | P35372+P41143; in the data active means activation above about 18%;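 further: 0% = vehicle-treated cells and 100% = reference agonist; values of inactives mirror those of a sister screen read the other way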
DAGLB inh: blocks human DAGLB lipase activity. Q8NCG7. HEK293T DAGLB membrane lysate, EnzChek fluorogenic substrate. inhibition, % at 5.17 µM. hit rate 0.059% among 340,000. AID 504411; in the data active means inhibition above about 34%;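 further: 0% = enzyme with vehicle and 100% = wells lacking enzyme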
PKA-R2B act: activators of human PKA-R2B complex | PKA-R2B holoenzyme dissociation, Cy5-IP20 fluorescence polarization; R2B truncated from residue 108, S112A mutant; 0% DMSO only, 100% 113 µM cGMP | activation, % at 11.4 µM | hit rate 0.079% among 340,000 | AID 504700;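 active means activation above a cutoff set at the mean over all compounds plus 3 SD, cut at about 18% in these data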;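 further: higher means more holoenzyme dissociation and a rise in polarization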
Arrestin-AP2 inh: inhibitors of human beta-arrestin and AP2 interaction; FITC-arrestin peptide / GST-AP2 beads, flow cytometry; AP2 beta2 appendage carries R879A mutation; inhibition, % at 10 µM; hit rate 0.31% among 340,000; AID 504490;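 active means inhibition above a set limit, near 3 SD of compounds lacking own fluorescence, cut at about 54% in these data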;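 further: plate controls were DMSO wells for no effect and 5 µM unlabelled arrestin peptide for full effect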
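System: GST-AP2 R879A glutathione beads. Medium: PBS with 0.05% Tween 20 and 0.1% BSA. Also added: FITC-arrestin peptide, 50 nM. Incubation: 12 min plus 1 h, RT. Measured by: high-throughput flow cytometry of beads, ex 488, em 535 nm. Evaluation: percent drop in bead-associated FITC signal.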
HTR5A inv ctr: HTR5A inverse agonism, opioid heterodimer counter-screen. HTR5A cell line, luminescence. inhibition, % at 9.3 µM. hit rate 0.083% among 340,000; in the data active means inhibition mostly above about 23%, no sharp cut-off; inactive means mostly below about 18%;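 further: 0% = cells with DMSO and 100% = no-cell wells with DMSO; some compounds called inactive have numbers as strong as hits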
PKA-R1A act: activators of PKA-R1A complex. PKA-R1A dissociation, Cy5-IP20 fluorescence polarization; scaled: DMSO 0%, 113 µM cGMP 100%. activation, % at 11.4 µM. hit rate 0.083% among 340,000;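 active means percent activation above the mean of all tested compounds plus 3 SD, cut at about 19% in these data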;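 further: higher means more PKAc released from R1A so a rise in polarization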
Active calls of the source: *; nt = no result given.

smiles	HTR5A ag	V-ATPase pH	MOR-DOR inv ag	DSG3 Ab inh	OPRM1-OPRD1 ag	DAGLB inh	PKA-R2B act	Arrestin-AP2 inh	HTR5A inv ctr	PKA-R1A act
CCCN1CNC(=S)N(CC2CCCO2)C1 (stereo not drawn)	-4	-3	8	99	-1.6	-2	-7	-1	10	3
CCCC(=O)NC(NC1CCS(=O)(=O)C1)C(Cl)(Cl)Cl (stereo not drawn)	0	3	8	60	-1.4	-2	3	21	-1	-1
C=CCOC(=O)C1=C[C@H](c2ccc(Br)cc2)C[C@H](OCCCCO)O1	4	1	11	105	-1.9	2	-2	6	-1	-15
O=C(Cc1csc(Nc2nc(=S)[nH]c3ccccc23)n1)N1CCN(c2cccc(Cl)c2)CC1	-1	0	-28	97	5.6	1	-6	16	2	-7
CN1CCC(OC(=O)c2cccc(Cl)c2)CC1	-3	-3	2	nt	-0.4	2	-5	-2	8	4
O=C1NC(NS(=O)(=O)c2ccc(Cl)cc2)(C(F)(F)F)C(=O)N1Cc1cccnc1 (stereo not drawn)	6	0	13	98	-2.9	-3	-9	2	11	-13
O=C(NCCCN1CCCCC1)C1CCN(S(=O)(=O)N2CCC3(CC2)OCCO3)CC1	0	1	18	105	-3.4	1	6	27	-14	1
Cc1occc1-c1nnc(SCC(=O)NCCc2ccccc2)n1Cc1ccccc1	-1	0	6	96	-1.2	3	-10	-1	-35	-1
Cc1ccc(NC(=O)CN2CCN(Cc3ccccc3)CC2)cc1F	-4	-1	-1	nt	0.1	0	-11	3	11	-3
CC(OC(=O)/C=C/c1cccc(C(F)(F)F)c1)C(=O)NC1CCCCC1C (stereo not drawn)	-1	0	11	102	-2.0	0	0	4	3	1
O=C(CSC(=S)N1CCSCC1)c1ccc(Cl)cc1	-6	3	-2	98	0.4	-10	-2	36	14	-8
O=c1oc(-c2ccco2)nc2c1cnn2-c1ccccc1	12	0	2	nt	-0.4	6	-5	-7	-29	-16
CCc1ccc(NC(=O)NCC2CCN(Cc3cccc(Cl)c3)CC2)cc1	-2	1	-1	105	0.3	-4	-6	-1	8	-5
Cc1c(Cl)c([N+](=O)[O-])nn1CC(=O)NCc1ccco1	-3	-2	8	106	-1.4	-3	10	1	-10	10
COc1cc(OC)c(/C=N/n2c(C)nnc2C)c(OC)c1	2	-2	17	103	-3.1	1	7	0	4	-1
CCOc1ccc(NC(=O)c2ccccc2NC(=O)CN(C)CC(=O)Nc2ccc(C)cc2)cc1	-2	0	11	108	-1.9	-1	4	15	-37	-6
CCOC(=O)C1Oc2ccccc2C(c2ccc(F)cc2)=C1C(=O)OC (stereo not drawn)	1	-1	-13	99	2.8	-4	-9	5	-3	-3
O=C(Nc1ccc(N2CCN(C(=O)C3CC3)CC2)cc1)c1cccs1	2	-1	-1	103	0.2	0	-7	-2	5	7
CCCCCCN1C(=O)C(O)=C(C(C)=O)C1c1ccccc1[N+](=O)[O-] (stereo not drawn)	3	0	15	102	-3.1	24	4	-21	-13	-3
Cc1ccc(O)c(-c2cc(C(F)(F)F)[nH]n2)c1	-2	-1	-39	102	8.2	2	13	0	5	-7
Cc1ccc(NC(=O)Cn2nnc(C(=O)NCc3ccco3)c2N)cc1	-2	-5	0	104	0.1	1	-2	1	-8	-6
CCOc1ccccc1Nc1nnc(SCC(=O)N(C)C2CCS(=O)(=O)C2)s1 (stereo not drawn)	0	0	7	97	-1.4	3	6	-11	-2	-2
CN(Cc1ccccc1)C(=O)C(C(=O)c1ccc(F)cc1)n1cc(Cl)ccc1=O (stereo not drawn)	-2	-4	-1	104	0.3	0	-6	1	11	-6
Cc1ccc(C2=NS(=O)(=O)N(C)C(C(=O)Nc3cc(C)n(CC(=O)N4CCC(C)CC4)n3)=C2)cc1	1	3	14	98	-2.8	5	0	-1	4	-1
Cc1c(CC(=O)N2CCN(C(=O)C3COc4ccccc4O3)CC2)c(=O)oc2cc(O)cc(O)c12 (stereo not drawn)	-2	2	17	127	-3.4	2	-12	2	8	-18

smiles	HTR5A ag	V-ATPase pH	MOR-DOR inv ag	DSG3 Ab inh	OPRM1-OPRD1 ag	DAGLB inh	PKA-R2B act	Arrestin-AP2 inh	HTR5A inv ctr	PKA-R1A act
Cc1cccc(C)c1NC(=O)CNC(=O)c1ccc2c(c1)OCCO2	6	-2	3	104	-0.6	-3	3	1	-15	1
CN(CC1CCCO1)S(=O)(=O)c1ccc(C(=O)Nc2nccs2)cc1 (stereo not drawn)	-1	-2	15	83	-2.8	-1	-6	31	4	-10
O=C(CN1C(=O)C2CCCCC2C1=O)Nc1cccc([N+](=O)[O-])c1 (stereo not drawn)	4	-7	18	99	-3.4	0	-11	5	-10	0
N#CCOc1ccccc1/C=C/c1nc2ccccc2c(=O)[nH]1	-3	-7	14	107	-2.7	-1	-1	2	-11	1
O=C(c1ccco1)N1CCN(S(=O)(=O)c2ccc3c(c2)CCN3C(=O)C2CC2)CC1	-1	0	3	96	-0.5	-1	3	2	2	5
CC1=Nc2cc(C(=O)N3CCCC3)ccc2Sc2ccc(C)cc21	-3	2	8	nt	-1.7	4	4	-3	0	9
CC(=O)Nc1ccccc1/C=C/c1ccc2c(C)cc(C)c(O)c2n1	4	-2	3	nt	-0.6	-3	-10	5	6	2
CCN(CC(=O)NCc1cccs1)C(=O)c1ccc(S(=O)(=O)N(CC)c2ccccc2)cc1	-6	0	5	106	-1.2	1	-10	3	14	-8
CC(=O)c1cc2c(cc1NC(=O)C1CC=CCC1C(=O)O)OCO2 (stereo not drawn)	0	-5	10	90	-1.8	-1	8	18	3	3
Oc1cc(CNC2CCCCC2)c(O)cc1CNC1CCCCC1	5	0	-1	83	0.2	6	-10	9	-17	-6
COc1ccc(NC(=O)c2ccco2)cc1NC(=O)c1cccc(OC(C)C)c1	-9	-2	9	nt	-1.5	-2	-1	16	24	1
CC1(C)CC(=O)C2=C(C1)NC1=C(C(=O)c3ccccc31)C2c1cc([N+](=O)[O-])ccc1O (stereo not drawn)	-3	1	18	98	-3.4	20	-6	17	9	-2
Cc1cc(C)n(CC(=O)n2c(C)c(C)c3ccccc32)n1	1	1	16	96	-3.9	1	0	7	-2	-2
COc1ccc(COC(=O)c2ccc(S(=O)(=O)N3CCCCC3)cc2)cc1OC	1	-4	-5	nt	1.4	-10	-4	-12	9	3
Cc1ccc(-n2nc(C)c3c2OC(N)=C(C#N)C3c2cccs2)cc1 (stereo not drawn)	2	-7	10	95	-1.8	-1	3	-1	-3	-4
COc1ccc(C2c3c(ccc4ccccc34)Oc3ncn4nc(CO/N=C/c5ccccc5)nc4c32)cc1 (stereo not drawn)	1	-2	3	89	-0.7	2	3	32	5	4
Cc1cccc(N2C(=N)SCC2=O)c1C	-2	1	1	81	-0.2	0	0	6	2	4
O=[N+]([O-])c1ccc(N2CCN(Cc3ccc([N+](=O)[O-])o3)CC2)cc1	9	-2	-15	100	3.0	0	-10	-3	-21	-2
O=C(Cc1cccs1)N1CCN(S(=O)(=O)c2cc(Cl)ccc2Cl)CC1	-4	-1	-7	105	1.1	0	-7	-2	11	1
O=C(Nc1cccc(S(=O)(=O)NC2=NCCC2)c1)c1ccc(C(F)(F)F)cc1	-1	-3	-1	131	0.1	1	1	-3	5	-4
COc1ccc(C2NC(=O)NC3=C2CCc2ccccc23)cc1 (stereo not drawn)	0	-1	-20	100	3.4	1	1	32	1	2
Cc1ccc(C2=NS(=O)(=O)N(C)C(C(=O)NC3CCCC3)=C2)cc1	-4	2	1	99	-0.2	-3	-1	20	12	0
COc1ccc2sc(NC(=O)c3ccco3)nc2c1	0	-3	15	119	-2.6	3	-14	2	4	5
FC(F)(F)c1cc(C(F)(F)F)c2ccc(N3CCN(c4ccc(Cl)cc4)CC3)nc2n1	0	-2	-5	102	1.0	-1	-14	7	-3	-2
Fc1ccc2cnc(-c3ccccc3)c(-c3cccc(C(F)(F)F)c3)c2c1	0	-2	-30	104	5.5	-3	-10	-6	0	-7

smiles	HTR5A ag	V-ATPase pH	MOR-DOR inv ag	DSG3 Ab inh	OPRM1-OPRD1 ag	DAGLB inh	PKA-R2B act	Arrestin-AP2 inh	HTR5A inv ctr	PKA-R1A act
COc1ccc(CCNC(=O)CSc2nc(C)cs2)cc1	1	0	16	98	-3.0	-2	1	nt	-5	-2
O=C(NC(=S)Nc1ccccc1N1CCOCC1)c1ccc(-c2ccccc2F)o1	5	0	12	nt	-2.4	-9	6	37	-12	-5
Cc1ccc(OC(C)C(=O)Nc2ccc(Cl)cn2)c([N+](=O)[O-])n1 (stereo not drawn)	-4	-1	7	101	-1.8	0	-13	7	14	2
Cc1nn2c(=O)cc(COC(=O)c3ccc(NC(=O)C(C)(C)C)cc3)nc2s1	4	5	4	113	-0.9	-1	-2	-24	-16	2
CCc1nnc(NC(=O)CSc2nnc(-c3ccco3)n2C)s1	2	0	7	104	-1.2	-3	-4	8	-1	13
Cc1nc2ccccc2n1C1CC(=O)N(N(C)C)C1=O (stereo not drawn)	nt	-3	nt	105	nt	-2	1	2	nt	-9
O=C(Cc1ccccc1)Nc1cc([N+](=O)[O-])ccc1N1CCOCC1	3	-3	14	87	-3.1	0	3	12	-5	7
COCCC(=O)N1CCC(Oc2ccc(C(=O)N3CCCCCCC3)cc2)CC1	2	-2	8	nt	-1.6	-3	-12	1	16	-3
COc1ccccc1NS(=O)(=O)c1ccc(C)c(C(=O)NCc2cccnc2)c1	0	5	-3	nt	0.8	0	2	-4	1	-12
Cn1cccc1/C=C1\CC(C(C)(C)C)C/C(=C\c2cccn2C)C1=O (stereo not drawn)	-2	-2	-8	109	1.4	-11	-2	14	-14	-12
Cc1ccc(/C=C(\C#N)C(=O)Nc2cccc3ncccc23)o1	4	-1	5	116	-0.9	1	-8	11	-3	2
O=C(c1cccc(S(=O)(=O)N2CCCC2)c1)N1CCN(S(=O)(=O)c2cccc(Cl)c2)CC1	3	-1	9	96	-2.4	1	-2	-1	14	-7
Cc1ccccc1OCc1nnc(SCC(=O)NCc2ccccc2)n1C	3	-2	3	nt	-0.4	2	-14	-5	-12	8
CCN1CCN(CCCNC(=O)C2c3ccccc3C(=O)N(C)C2c2ccc(OC)cc2)CC1 (stereo not drawn)	-1	1	17	nt	-3.2	-2	-4	2	8	-1
O=C(NCCS(=O)(=O)NCc1ccccc1)c1ccccc1	-2	2	10	102	-1.5	0	4	-3	-1	9
Cc1ccc(-c2cc(C(=O)N3CCC(C)CC3)c3ccccc3n2)cc1	7	2	-37	119	6.6	-6	6	17	-26	-10

Whole records, quoted from the list:
CCc1ccc(NC(=O)NCC2CCN(Cc3cccc(Cl)c3)CC2)cc1 is entered as HTR5A ag: -2; V-ATPase pH: 1; MOR-DOR inv ag: -1; DSG3 Ab inh: 105; OPRM1-OPRD1 ag: 0.3; DAGLB inh: -4; PKA-R2B act: -6; Arrestin-AP2 inh: -1; HTR5A inv ctr: 8; PKA-R1A act: -5
CCN(CC(=O)NCc1cccs1)C(=O)c1ccc(S(=O)(=O)N(CC)c2ccccc2)cc1 is entered as HTR5A ag: -6; V-ATPase pH: 0; MOR-DOR inv ag: 5; DSG3 Ab inh: 106; OPRM1-OPRD1 ag: -1.2; DAGLB inh: 1; PKA-R2B act: -10; Arrestin-AP2 inh: 3; HTR5A inv ctr: 14; PKA-R1A act: -8

Rows are unselected. Share with any hit: about 2.4%.
